Assay outcomes deposited in PubChem by National Center for Advancing Translational Sciences (NCATS).
SNCA viab count: reduces viability of HEK-293 SNCA reporter cells; HEK-293-SNCA-luc viability, GF-AFC fluorescence, 24 h; Potency, µM (highest dose often 57.1 µM), inactives show at the top dose activity change, negative = cytotoxicity, hits mostly cytotoxic; actives 0.12% (n = 150,000); AID 1671193;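 also: potency is read from the fitted curve at half-maximal effect; 0% = DMSO-treated cells and -100% = medium-only wells without cells; nearly all actives have a fitted effect of over 30% in size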
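Cytotoxicity counterscreen: after 24 h compound treatment of genome-edited SNCA-luciferase HEK-293 cells, live-cell protease substrate GF-AFC read by fluorescence after 30 min; activity scaled between DMSO (0%) and medium-only (-100%), curves Hill-fitted.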
GPT2 inh: blocks human glutamate pyruvate transaminase 2 | Q8TD30 | Recombinant GPT2, coupled pyruvate oxidase/HRP Amplex Red fluorescence | Potency, µM (titrated, usually from 57.7 µM), for inactives: at the highest dose activity change, negative = inhibition, usual class: inhibitors | actives 0.25% (n = 100,000) | AID 1671188; also: potency is read from the fitted curve at half-maximal effect; nearly all actives have a fitted effect of over 60% in size; many of its hits are not listed in these tables
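Inhibition is scored from Amplex Red fluorescence generated when pyruvate oxidase and HRP act on pyruvate released by GPT2. Reactions contain 10ng/uL enzyme, 250uM a-KG and 2mM L-alanine and run 30 min at room temperature.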
HEK293 tox: HEK 293 cell cytotoxicity; HEK 293 viability, ATP luminescence (CellTiter-Glo), 48-72 h; Potency, µM (series often up to 115 µM), inactives show at the highest dose activity change, negative = cytotoxicity, usual class: inhibitors; actives 6.6% (n = 94,000); AID 1345083; also: potency is read from the fitted curve at half-maximal effect; nearly all actives have a fitted effect of over 60% in size
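Viability of HEK 293 cells, plated at 250 cells/well, was judged by cellular ATP after compound treatment for 48 or 72 hr. Luminescence was imaged 10 min after CellTiter-Glo addition at room temperature.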
Luciferase inh: Photinus pyralis luciferase inhibition; AID 1347043; purified P. pyralis luciferase, luminescence, biochemical; actives 2.5% (n = 76,000); P08659; Potency, µM (highest dose often 115 µM), without a hit: at the highest dose activity change, negative = inhibition, most hits filed as inhibitors; also: potency is read from the fitted curve at half-maximal effect; nearly all actives have a fitted effect of over 65% in size
Target sequence (P08659 whole entry, looked up): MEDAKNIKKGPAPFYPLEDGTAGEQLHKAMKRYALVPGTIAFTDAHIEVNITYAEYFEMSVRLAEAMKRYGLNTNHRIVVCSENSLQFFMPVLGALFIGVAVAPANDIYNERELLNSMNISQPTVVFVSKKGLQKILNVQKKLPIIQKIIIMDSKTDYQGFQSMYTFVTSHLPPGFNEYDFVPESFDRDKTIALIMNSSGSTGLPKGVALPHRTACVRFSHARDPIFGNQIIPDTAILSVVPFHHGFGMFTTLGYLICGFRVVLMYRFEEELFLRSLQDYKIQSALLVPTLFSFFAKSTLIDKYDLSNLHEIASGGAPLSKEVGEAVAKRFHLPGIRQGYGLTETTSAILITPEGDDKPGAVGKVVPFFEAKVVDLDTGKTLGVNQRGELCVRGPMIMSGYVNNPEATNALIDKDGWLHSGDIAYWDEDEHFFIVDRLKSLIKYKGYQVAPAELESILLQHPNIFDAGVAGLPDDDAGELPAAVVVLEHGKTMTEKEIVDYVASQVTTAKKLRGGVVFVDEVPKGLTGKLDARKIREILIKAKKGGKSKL
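Luminescence read by CCD imaging after purified firefly luciferase (10nM final) was added to substrate buffer holding 10uM D-luciferin and 10uM ATP, pH 7.5, pre-dosed with compound.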
IP6K1 inhibitor: inhibitors of human IP6K1 | Q92551 | IP6K1 kinase, ADP-Glo luminescence, 2 h; hits give low values | activity change, % (series mostly up to about 58 µM) | actives 0.81% (n = 140,000) | AID 1645851; in the data active = activity change below about -25%
Target sequence (Q92551 whole entry, looked up): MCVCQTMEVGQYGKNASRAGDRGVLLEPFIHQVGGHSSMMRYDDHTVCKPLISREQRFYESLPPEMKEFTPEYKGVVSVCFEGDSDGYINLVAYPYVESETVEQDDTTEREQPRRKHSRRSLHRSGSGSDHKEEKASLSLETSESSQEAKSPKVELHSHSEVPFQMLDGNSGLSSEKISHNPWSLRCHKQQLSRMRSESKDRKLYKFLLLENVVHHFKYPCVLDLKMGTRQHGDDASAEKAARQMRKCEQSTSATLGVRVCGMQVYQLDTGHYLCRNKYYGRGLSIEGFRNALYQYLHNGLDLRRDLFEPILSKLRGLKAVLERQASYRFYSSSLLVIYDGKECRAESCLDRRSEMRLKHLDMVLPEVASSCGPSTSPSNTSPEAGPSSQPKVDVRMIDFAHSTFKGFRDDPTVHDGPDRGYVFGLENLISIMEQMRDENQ
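ADP-Glo luminescence measures ADP made by human IP6K1 during a 2 h RT reaction with ATP/IP6 (mix at 1.3 mM/130 uM); top library doses 57.5 and 19.1 uM final.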
SNCA expr inh: reduces expression of the alpha-synuclein gene. HEK-293 SNCA-luciferase knock-in, luminescence, 24 h. Potency, µM (top dose mostly 57.2 µM), for inactives: at the highest dose activity change, negative = inhibition, hits mostly inhibitors. actives 0.17% (n = 140,000). AID 1671194;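 also: potency is read from the fitted curve at half-maximal effect; plate controls were DMSO cells for no effect and cell-free wells for full effect; nearly all actives have a fitted effect of over 45% in size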
3T3 cytotox: NIH 3T3 cell cytotoxicity. AID 1345082. actives 4.3% (n = 94,000). Potency, µM (doses to about 96.7 µM), inactives show at the highest dose activity change, negative = cytotoxicity, most hits filed as inhibitors. NIH 3T3 viability, CellTiter-Glo ATP luminescence, 48-72 h; also: potency is read from the fitted curve at half-maximal effect; nearly all actives have a fitted effect of over 55% in size
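Cytotoxicity is measured as loss of cellular ATP: NIH 3T3 cells (400/well) are exposed to compound for 48 or 72 hr at 37 °C, then CellTiter-Glo luminescence is imaged after 10 min at room temperature.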
* = called active by the depositor; i = inactive; ? = inconclusive; . = not tested or not shown; & = joins results of further samples; [ ] = remark or other dose. Unless noted, calls follow the shape of the dose curve; as a rule, active = well fitted curve in the direction sought with a large enough effect; inconclusive = small, poorly fitted or top-dose-only effect, or another doubt; inactive = no such curve, though single readings can be large; an effect the other way counts as inactive or inconclusive. Unless noted, % is scaled to controls: 0 for no effect and ±100 for the full control effect. This is a random part of the collection, and some 7.7% of all compounds hit somewhere here.

Molecule	SNCA viab count	GPT2 inh	HEK293 tox	Luciferase inh	IP6K1 inhibitor	SNCA expr inh	3T3 cytotox
COCC(=O)NC1CCC12CCN(Cc1ccc(F)c(F)c1)CC2 (configuration not stated)	-8%	i	-17%	2%	3	?	-23%
CCOc1ccc(-c2nn(-c3ccc(F)cc3)c3c2cnc2ccc(F)cc23)cc1	12%	.	.	.	4	17%	.
Clc1cc(N2CCC(N3CCOCC3)CC2)n2nccc2n1	12%[87.6 µM]	?	-26%[172 µM]	-4%[172 µM]	16	26%[87.6 µM]	-4%[138 µM]
COc1ccc(Nc2ccnc(N3CCCC(C(=O)NCCc4ccc(Cl)cc4)C3)n2)cc1 (configuration not stated)	-9%[12.5 µM]	i	?	.	4	0%	?
COc1cccc(CN2CCC(Cc3ncc(C)n3Cc3ccccc3)C2)c1 (configuration not stated)	-23%	-1%	45µM*	6%	7	?	35µM*
Cc1cccc2c(C(=O)N(C)C(C)Cc3ccccn3)cc(-c3cnc(N)nc3)nc12 (configuration not stated)	-3%	i	-14%	2%	12	-27%	-7%
CCn1cc(S(=O)(=O)N2C[C@@H](C(N)=O)[C@H](c3n[nH]c(C)n3)C2)cn1	-26%	-12%	-14%	-4%	22	?	-4%
O=C(O)c1cccc(-c2cncc(C(=O)O)c2)c1	9%[87.6 µM]	-12%[88.5 µM]	-1%[172 µM]	.	-9	8%[87.6 µM]	3%[138 µM]
Brc1cccc(-c2nnn3c2nc(NCc2ccc4c(c2)OCO4)c2ccccc23)c1	1%	.	.	.	-24	78%[activator]	.
Cn1c(=O)sc2cc(NS(=O)(=O)c3ccc(C(C)(C)C)cc3)ccc21	-15%	.	.	.	19	-5%	.
OC/C=C/C=C/[C@H]1Cc2cc(O)cc(O)c2O1	18%	?	.	.	-21	.	.
CO[C@H]1C(=O)N(C(C)C)[C@H]1C1CCN(C(=O)c2cnc(C)cn2)CC1	4%	i	i	8%	21	11%	-5%

The closing four compounds of the section above are carried over, then new ones follow:
Molecule	SNCA viab count	GPT2 inh	HEK293 tox	Luciferase inh	IP6K1 inhibitor	SNCA expr inh	3T3 cytotox
Brc1cccc(-c2nnn3c2nc(NCc2ccc4c(c2)OCO4)c2ccccc23)c1	1%	.	.	.	-24	78%[activator]	.
Cn1c(=O)sc2cc(NS(=O)(=O)c3ccc(C(C)(C)C)cc3)ccc21	-15%	.	.	.	19	-5%	.
OC/C=C/C=C/[C@H]1Cc2cc(O)cc(O)c2O1	18%	?	.	.	-21	.	.
CO[C@H]1C(=O)N(C(C)C)[C@H]1C1CCN(C(=O)c2cnc(C)cn2)CC1	4%	i	i	8%	21	11%	-5%
CN(CC1CCOCC1)C(=O)Nc1cccc(C(F)(F)F)c1	3%	-13%	2%	1%	18	19%	i
CSc1cccc(NC(=O)O[C@@H]2CC[C@]3(C)C(CC[C@@H](O)[C@H]3CC(=O)NCc3ccccc3)[C@]2(C)CO)c1 (some centres not stated)	-20%	2%	35µM*	-2%	-11	16%	40µM*
CC(=O)N1CCC(C(=O)N[C@H](Cc2ccccn2)C2CC(O)C2)CC1 (some centres not stated)	10%	-6%	2%	13%	2	-1%	3%
Cc1ccc(CNC(=O)C2CCN(C(=O)c3nnn4cc(C)[nH]c(=O)c34)CC2)cc1	4%	i	12%	4%	17	-2%	i
O=C(c1ccc(-n2cnnc2)cc1)N1CCC2(CCCO2)CC1	16%	5%	-28%	-2%	-7	11%	-17%
CC(C)CCN1CCC(Cc2ccc(C(=O)NC3CC3)cc2)CC1	-8%	i	?	5%	9	44%[activator]	?
COc1ccc(-c2nc3cc(C)ccc3cc2CN2CC[C@@H](O)C2)cc1OC	-8%	-23%[11.5 µM]	?	9%	7	-20%	?
O=C([C@H]1C[C@H](Oc2cccnc2)CN1S(=O)(=O)Cc1ccccc1F)N1CCOCC1	-14%	i	-1%	-2%	7	-7%	-8%
CN(C)c1ccc(CN[C@H]2CO[C@H]3[C@@H]2OC[C@H]3OC(=O)Nc2ccc(Oc3ccccc3)cc2)cc1	6%	-13%	?	-32%	2	?	?
CCCCC1C=CCN1S(=O)(=O)c1cccc(C(=O)NCC(F)(F)F)c1 (configuration not stated)	3%	-3%	?	-1%	16	-20%	?
CCc1ccc(Nc2nnc(-c3cc4cc(OC)ccc4oc3=O)s2)cc1	?	.	.	.	-1	9%	.
O=C(NC1CCCC1)N1CCCC(c2noc(COc3ccccc3)n2)C1 (configuration not stated)	3%[12.5 µM]	i	?	-13%	29	-9%	?
N#Cc1cccc(C(=O)N2CCC3(CC2)NC(=O)N(Cc2ccc(Cl)cc2)C3=O)c1	-8%	i	?	6%	-3	-24%	?
NC(=O)c1ccc(-c2ncc3cnc(-c4cccc(F)c4)cn23)cc1	2%[87.6 µM]	2%[88.5 µM]	4%[172 µM]	3%[172 µM]	-12	-7%[87.6 µM]	?
CC(C)(C)c1cnc([C@@H]2COCCN2C2CCCCC2)[nH]1	-18%[87.6 µM]	-3%[88.5 µM]	?	1%[230 µM]	14	-22%[87.6 µM]	-27%[174 µM]
Cc1ccc(CC(=O)NC2CCN(c3cc(C(F)(F)F)ncn3)CC2)cc1	-11%	i	?	5%	-8	0%	?
COC(=O)c1sccc1S(=O)(=O)N(CC(=O)Nc1cc(C)ccc1C)c1ccc(C)c(C)c1	-20%	.	.	.	-18	-12%	.
CCN1CCN(c2nc3c(S(=O)(=O)c4ccc(Br)cc4)nnn3c3ccsc23)CC1	6%	.	.	.	-5	-17%	.
O=C(C(c1ccccc1)c1ccccc1)N1CCN(CC(O)COc2cccc3ncccc23)CC1 (configuration not stated)	-20%	5%	.	.	-10	.	.
CN(C)C1(CNC(=O)COc2cccc(Cl)c2)CCCCC1	2%	.	.	.	3	0%	.
Cc1ccccc1C(=O)Nc1nnc(S(=O)(=O)N2CCc3ccccc32)s1	-3%	.	.	.	11	45%[activator]	.
CCn1nccc1C(=O)N1CCCCC1c1noc(COc2ccc(C)cc2)n1 (configuration not stated)	11%	2%	?	.	4	6%	?
CC1=NOC2(CCN(C(=O)c3ccc(C(F)(F)F)cc3)CC2)C1	4%[87.6 µM]	i	?	-8%[172 µM]	0	17%[87.6 µM]	?
COCCCNC(=O)c1c(C)oc2c1CN(Cc1ccc(F)cc1)CC2	-2%	-9%	-21%	-3%	2	3%	-23%
COc1ccc(-c2cc(C(=O)N3CCOCC3)c3cnn(C)c3n2)cc1	11%	0%	-5%	.	-3	-6%	3%
CCCN(CC1CCOC1)C(=O)Nc1ccc(C(F)(F)F)cc1 (configuration not stated)	4%	i	6%	8%	-2	-22%	-10%
Cc1csc2nc(-c3ccc(NS(=O)(=O)c4cccc(F)c4)cc3)cn12	-1%	.	.	.	-16	-11%	.
CCN(CC)CCNC(=O)C12CCCC=C1N(c1ccccc1)C(=O)CC2 (configuration not stated)	-17%	-14%	-24%	-2%	3	-16%	-23%
Fc1ccc(CN2CCC3(CC(Cc4ccccc4)=NO3)C2)cc1 (configuration not stated)	-12%[87.6 µM]	i	?	1%[172 µM]	1	-6%[87.6 µM]	?
Cc1ccc(-n2ncc3c(N4CCN(C)CC4)ncnc32)cc1	-7%	.	.	.	29	-45%	.
COc1ccc(C2Cn3cnc(C(=O)N4CCC(C(=O)Nc5cccc(F)c5)CC4)c3CO2)cc1 (configuration not stated)	-3%	3%	-22%	?	-5	18%	2%
COc1cc2ncc3c(-c4ccccc4)nn(-c4ccc(C)cc4)c3c2cc1OC	-2%	.	.	.	7	36%[activator]	.
CCOC(=O)c1sc2cccc(F)c2c1S(=O)(=O)Nc1ccccc1F	-7%	.	.	.	12	-13%	.
Cc1cccc(C)c1OCCSc1nc2ccccc2n1CC(=O)O	-4%	.	.	.	0	9%	.
COCCN1CCCCCC(O)c2cc(C(=O)NCCc3ccccn3)ccc21 (configuration not stated)	-7%	i	i	-22%	-7	88%[activator]	-12%
CCn1c(=O)cc(OCC(=O)N2CCN(c3ccc(C)cc3)C(C)C2)c2ccccc21 (configuration not stated)	?	.	.	.	-9	-26%	.
CCOc1ccc(CNC(=O)c2cc3c(=O)oc4ccc(C)cc4c3s2)cc1	-5%	.	.	.	37	-6%	.
Cc1nnc([C@@H]2CC(F)(F)CN2C(=O)c2occc2C)o1	1%	-23%	-26%	-2%	25	12%	-9%
Cc1ccc(Cl)cc1NC(=O)N1CCC(n2cnnc2C2CC2)C1 (configuration not stated)	0%	-5%	?	-3%	-11	-3%	i
COc1ccc(-c2nc(CN3CCOC(CN)C3)c(C)o2)c2ccccc12 (configuration not stated)	?	3%	32µM*	-2%	-9	1%	25µM*
C#Cc1cccc(Nc2ncnc3cc(OCCOC)c(OCCOC)cc23)c1	-16%	i	.	.	-6&3	-34%[25.6 µM]	.
Cc1ccccc1C(=O)Nc1ccnn1C1CCN(C(=O)CN)CC1	5%	-1%	-26%	-5%	0	13%	-1%
O=C(c1cc(-c2ccccc2)n[nH]1)N1CCCC(Cc2noc(-c3cnccn3)n2)C1 (configuration not stated)	-12%	i	-12%	-11%	0	-21%	-3%
Cc1ncsc1C1N(C2CCN(C(=O)c3cnccn3)CC2)C(=O)C12CCCC2 (configuration not stated)	-3%[12.5 µM]	i	4%	1%	-7	8%	-2%
CCCNc1nc2c(c(=O)n(C)c(=O)n2C)n1CC(O)COc1ccccc1 (configuration not stated)	-12%	.	.	.	22	-1%	.
CSCC[C@@H]1NC(=O)c2cc(NC(=O)c3cc(-c4cccnc4)n[nH]3)ccc2NC1=O	-12%	i	-16%	-10%	-13	-1%	-30%
O=C(Nc1ccccc1F)c1nc(SCc2ccc(F)cc2)ncc1Cl	5%	.	.	.	0	-7%	.
O=C(C1CCCC1)N1CCC(Oc2ccccc2)C1 (configuration not stated)	5%	i	2%	-7%	11	0%	-4%
CCc1ccccc1NC(=O)Cn1nnc(C(=O)NCc2ccco2)c1N	-11%	.	.	.	3	8%	.
Cc1ccc(S(=O)(=O)c2nnn3c2nc(NCc2ccc(F)cc2)c2ccccc23)cc1	-4%	i	?	.	-1	-2%	-21%
CC(=O)Oc1ccccc1C(=O)Nc1ccc2c(c1)CN(CCc1ccc(F)cc1)C(=O)C(C)O2 (configuration not stated)	-11%	i	?	-7%	12	?	25µM*
